HCV NS3h FP: HCV NS3 helicase inhibitors, primary screen, biochemical, fluorescence polarization, ChemBridge library; inhibition, % at 100 µM; NS3h Cy5-dT15 DNA binding; 16,000 compounds, 1.6% hits; Hepatitis C virus NS3 helicase;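 active = inhibition above the average over every tested compound plus 3 SD, cut at about 40% in these data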
Cy5 interf NS3h: Cy5 fluorescence quenchers or enhancers, artefact control for HCV NS3 helicase inhibitor project, biochemical, ChemBridge library, Cy5 readout; fluorescence interference ratio at 100 µM; Cy5-dT15 DNA with NS3h, fluorescence interference; actives lie on both sides; signal over control mean, under 1 quenches; AID 720488, 2013; 16,000 compounds, 6% hits;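 active = compound fluorescence over control fluorescence at most 0.8, a quencher, or at least a set upper limit, an enhancer; inactive = ratio between 0.8 and the set upper limit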
Starred values were filed as active, the others as inactive.

SMILES | HCV NS3h FP | Cy5 interf NS3h
COc1ccc(C(=O)Nc2nc3ccc(C)cc3s2)cc1Br | -23 | 1.2*
CC(C)=C1C2C=CC1C1C(=O)N(c3ccc(C)c(C)c3)C(=O)C21 (centres undefined) | 7 | 0.96
Cc1cc(C(=O)n2cnc3c(N)ncnc32)co1 | 12 | 0.97
COc1ccc(Cn2c(SC)nc3ccccc32)cc1 | 18 | 0.99
CC(C)CC(=O)Nc1ccc(I)cc1C(=O)O | 1 | 1.1
COc1ccc(N2C(=O)NC(=O)/C(=C/c3ccc(OCCOc4ccc(C)cc4)c(OC)c3)C2=O)cc1 | 4 | 1
O=C(NCCNc1ccc(Cl)cc1[N+](=O)[O-])c1ccccc1F | 22 | 1
CCOC(=O)/C(C#N)=C/c1cn(-c2ccccc2)nc1-c1ccc(C)o1 | 5 | 0.98
O=C(NN1C(=O)C2C3C=CC(C4CC34)C2C1=O)c1ccc(Cl)cc1Cl (centres undefined) | -4 | 1.1
CCC1Nc2ccc(C)cc2C(Nc2ccc(C)cc2)C1C (centres undefined) | 13 | 0.94
O=C(Nc1nc2ccccc2n1Cc1ccccc1Cl)c1ccc(Cl)cc1 | -8 | 0.88
Cc1ccc(NC(=O)CSC(N)=O)cc1Cl | -2 | 1
O=C(Nc1ccc(-c2nc3ccccc3s2)c(O)c1)c1cc2ccccc2oc1=O | 4 | 0.97
CC(C)c1ccc(C=Nc2ccc(Nc3ccccc3)cc2)cc1 | 12 | 0.81
Cc1ccccc1-c1nc2cc(NC(=S)NC(=O)c3ccco3)ccc2o1 | -11 | 1
CCCOc1ccccc1NC(=NS(=O)(=O)c1ccc(C)cc1)Nc1nc(C)cc(C)n1 | 6 | 0.93
CCN(CC)C(=S)SCC(=O)Nc1cc(C)ccc1C | 16 | 1
Cc1cc(OCC(=O)N2CCN(c3ccc([N+](=O)[O-])cc3)CC2)ccc1Cl | 1 | 0.98
Oc1ccc(Br)cc1CN1CCN(C2CC3CCC2C3)CC1 (centres undefined) | 5 | 1
CC(C)(C)NC(=O)c1nn2c(C(F)(F)F)cc(-c3ccccc3)nc2c1Br | 6 | 0.64*
O=C1c2ccc(Oc3ccc([N+](=O)[O-])cc3)cc2C(=O)N1CC1CCCO1 (centres undefined) | 9 | 0.93
O=C(c1ccccc1Cl)N1CCN(C(c2ccccc2)c2ccccc2)CC1 | -2 | 1
Clc1ccc(-c2noc(-c3ccccc3Br)n2)cc1 | 11 | 1.1
Cc1ccc(OCc2nc(-c3ccccn3)no2)c(Br)c1 | 9 | 0.99
CC(C)CNC(=O)c1ccc(I)cc1 | 8 | 1.1
O=C1C(=O)N(c2ccccn2)C(c2cccc(Cl)c2)C1=C(O)c1ccc(Cl)cc1 (centres undefined) | 3 | 1
O=Cc1cccc(OCc2ccc(Cl)cc2Cl)c1 | 9 | 1.1
COc1cc(C2C3=C(CC(C)(C)CC3=O)OC3=C2C(=O)CC(C)(C)C3)ccc1Oc1nc2c(c(=O)n(C)c(=O)n2C)n1C | 11 | 1
CC(=O)Nc1ccccc1C(=O)N1CCC(Cc2ccccc2)CC1 | 5 | 1
CCOC(=O)C(=CNCCC(=O)O)C(=O)OCC | 3 | 1.1

An excerpt from above in order of count of non-hydrogen atoms, largest number first.
SMILES | HCV NS3h FP | Cy5 interf NS3h
CCCOc1ccccc1NC(=NS(=O)(=O)c1ccc(C)cc1)Nc1nc(C)cc(C)n1 | 6 | 0.93
O=C1c2ccc(Oc3ccc([N+](=O)[O-])cc3)cc2C(=O)N1CC1CCCO1 (centres undefined) | 9 | 0.93
Cc1ccc(OCc2nc(-c3ccccn3)no2)c(Br)c1 | 9 | 0.99
CCN(CC)C(=S)SCC(=O)Nc1cc(C)ccc1C | 16 | 1
Clc1ccc(-c2noc(-c3ccccc3Br)n2)cc1 | 11 | 1.1
O=Cc1cccc(OCc2ccc(Cl)cc2Cl)c1 | 9 | 1.1
CC(C)CNC(=O)c1ccc(I)cc1 | 8 | 1.1

Later entries
SMILES | HCV NS3h FP | Cy5 interf NS3h
CCC1(C)C2(C#N)C(N)=NC(OC)(OC)C12C#N (centres undefined) | 1 | 0.96
CCCC(=O)NC(c1cccc([N+](=O)[O-])c1)c1ccc2cccnc2c1O (centres undefined) | 7 | 0.94
COc1ccc(-n2c(O)c(C=Nc3ccc(Cl)cc3)c(=O)[nH]c2=O)cc1 | 7 | 0.78*
COC(=O)C(C)N(C(=O)c1cccc(Cl)c1)c1c(C)cccc1C (centres undefined) | 4 | 0.9
CSC(=NS(=O)(=O)c1ccc(C)cc1)c1ccccc1 | -12 | 0.97
O=C(Nc1ccc(NC(=S)NC(=O)c2ccco2)cc1)c1ccc(Br)cc1 | -12 | 1
Cn1c(O)c(N=NC(N)=O)c2ccccc21 | 6 | 0.95
COc1ccc(NC(=O)c2ccc(-c3ccccc3)cc2)cc1 | 15 | 0.9
Cc1[nH]n(-c2ccccc2)c(=O)c1C(=O)c1ccccc1F | -13 | 0.96
COC(=O)C1C(=O)NCC1c1ccccc1 (centres undefined) | 2 | 1.1
COc1ccccc1N(CC(=O)Nc1ccc2ccccc2c1)S(=O)(=O)c1ccccc1 | 14 | 1
O=C(O)CCC(=O)N1N=C(c2ccc(Br)cc2)CC1c1cccc([N+](=O)[O-])c1 (centres undefined) | -2 | 1
CC(NC(=O)C12CC3CC(CC(C3)C1)C2)C(=O)Nc1ccc(S(=O)(=O)Nc2nccs2)cc1 (centres undefined) | 2 | 0.99
O=C(CCN1C(=O)/C(=C/c2ccccc2)SC1=S)Nc1cccc(Cl)c1 | 3 | 1
C(=NN1CCN(Cc2ccccc2)CC1)c1ccccc1 | -1 | 1
O=C(/C=C/c1c(Cl)cccc1Cl)c1ccc2c(c1)OCCO2 | 10 | 0.94
CCCC(=O)Nc1ccc(C)cc1[N+](=O)[O-] | -5 | 1
O=C(O)C1=C2C(=O)Nc3cccc(c32)C2(C1)C(=O)Nc1ccccc12 (centres undefined) | 18 | 0.93
CC(C)OCCCNC(=O)C(=O)Nc1cccc(Cl)c1Cl | 3 | 0.99
Cc1ccc(-c2nnc(-c3cccc(S(=O)(=O)N4CCOCC4)c3)o2)cc1 | 2 | 1
CC(C)OC(=O)C(C(=O)C(F)(F)F)c1cc(NS(=O)(=O)c2ccc(F)cc2)ccc1O (centres undefined) | 11 | 0.95
NS(=O)(=O)c1ccc(CCNc2ccc(C(F)(F)F)cc2[N+](=O)[O-])cc1 | 15 | 0.92
N#C/C(=C\c1c[nH]c2ccccc12)C(=O)NCC1CCCO1 (centres undefined) | 5 | 1
COC(=O)c1c(NC(=O)COc2ccc(C)cc2C)sc2c1C(C(=O)OC)CC2 (centres undefined) | 1 | 0.98
Cc1cccc(N=C2NC(=O)CS2)c1C | 1 | 1
CCC(C(=O)N1CCN(c2cccc(Cl)c2)CC1)c1ccccc1 (centres undefined) | 16 | 1
COC(=O)C1=C(C)N(c2ccc(C)cc2)/C(=C\c2sccc2C)C1=O | 9 | 1.1
O=C(Nc1ccc(I)cc1)C1CC(=O)N(c2ccc(F)cc2)C1 (centres undefined) | 6 | 1
CS(=O)(=O)N(CC(=O)N1CCOCC1)c1ccc(Br)cc1 | -1 | 1.1
COc1ccc(-c2cc(C(=O)Nc3ccccc3C)c3ccccc3n2)cc1 | 3 | 0.98
C=CCNC(=O)Nc1ccc2nccnc2c1 | 4 | 1
O=P(CO)(c1ccccc1)c1ccccc1 | 1 | 0.97
CCOC(=O)c1[nH]c(=O)[nH]c1CSc1ccccn1 | 44* | 1
COc1ccc(NC(=O)/C(C#N)=C/c2cccnc2)cc1 | 7 | 0.98
CCOC(=O)CCc1c(C)nc2c(C)c(-c3ccc(C)cc3)[nH]n2c1=O | 1 | 1.1
CCOc1cccc(NC(=O)/C(C#N)=C\c2ccc(N(C)C)c(Br)c2)c1 | 4 | 0.97
COC(=O)c1ccc(-c2ccc(/C=N/Nc3ccc([N+](=O)[O-])cn3)o2)cc1 | 5 | 1
Cc1ccc(SCCNS(=O)(=O)c2ccc(C)cc2)cc1 | 19 | 0.94
O=C(O)CCCCCN=C1CCCc2ccccc2N1 | -3 | 1.1
C=CC[n+]1c(-c2ccc(OC)cc2)csc1Nc1cccc(C)c1C | -1 | 1.2*
COc1cccc(C(=O)Nc2nnc(-c3ccc([N+](=O)[O-])cc3)s2)c1 | 8 | 0.97
O=C(Nc1ccc(Cl)c(C(F)(F)F)c1)c1cccc(I)c1 | 12 | 0.96
COc1cccc(CN2CCN(Cc3ccc(Br)cc3)CC2)c1OC | -10 | 0.92
Cc1c(O)nc(Nc2nc(C)c3ccccc3n2)[nH]c1=O | 4 | 0.98
Cc1nnc(SCC(=O)N2c3ccccc3C(C)(c3ccc(Br)cc3)CC2(C)C)s1 (centres undefined) | 16 | 0.95

Reprinted from the part before: two compounds, then new ones.
SMILES | HCV NS3h FP | Cy5 interf NS3h
Cc1c(O)nc(Nc2nc(C)c3ccccc3n2)[nH]c1=O | 4 | 0.98
Cc1nnc(SCC(=O)N2c3ccccc3C(C)(c3ccc(Br)cc3)CC2(C)C)s1 (centres undefined) | 16 | 0.95
CC(C)N1CCC(Nc2ccccc2)N1C=O (centres undefined) | -8 | 0.96
COCCOC(=O)c1c(C)oc2ccc(OCc3cccc(F)c3)cc12 | 9 | 0.93
CC(=O)N1c2ccc(C)cc2C2(c3ccccc3)N(C(C)=O)c3ccc(C)cc3C12c1ccccc1 (centres undefined) | -1 | 0.91
Cc1cc(C)cc(-n2c(C)cc(/C=C3\NC(=S)NC3=O)c2C)c1 | 8 | 0.93
Cc1ccc(CC2C(=O)N(c3ccc(I)cc3)C(=O)C2C)cc1 (centres undefined) | 16 | 1
C#CCOc1ccc(/C=C2\C(=O)NC(=O)N(c3ccc(C)cc3)C2=O)cc1Br | 12 | 0.96
O=C(Nc1cccc2c1C(=O)c1ccccc1C2=O)c1ccc(S(=O)(=O)N2CCOCC2)cc1 | 9 | 1
COc1ccc(CN2CCN(Cc3cc(OC)ccc3OC)CC2)cc1 | -16 | 1
CCOc1ccc(N(CC(=O)Nc2ccccc2C(=O)OC)S(=O)(=O)c2ccc(SC)cc2)cc1 | 2 | 1.1
CCOC(=O)c1c(NC(=O)c2sc3cc(C)ccc3c2Cl)sc(C(N)=O)c1C | 7 | 0.79*
CCN1/C(=C2/OC(=S)N(C)C2=O)C=Cc2cc(C)ccc21 | 9 | 0.9
CCOC(=O)C1=C(C)N=c2s/c(=C\c3ccc(F)cc3)c(=O)n2C1c1cccc(OC)c1 (centres undefined) | 10 | 1.1
CC(C)(C)c1ccc(CNc2cc(N3CCOCC3)ccc2[N+](=O)[O-])cc1 | 17 | 0.87
CCc1ccccc1NC(=O)c1nn2c(c1Cl)NC(c1cccs1)CC2C(F)(F)F (centres undefined) | 14 | 1
COc1ccc(/C=C/C(=O)Nc2nc(-c3ccccc3)cs2)cc1OC | 17 | 0.87
COc1cc2nc(-c3ccc(Oc4cccc(-c5nc6cc(OC)c(OC)cc6c(=O)o5)c4)cc3)oc(=O)c2cc1OC | 20 | 1.2
O=C(O)/C=C\C(=O)Nc1cccc(-c2cn3ccccc3n2)c1 | 3 | 1
Cc1cc(C)cc(OCC(=O)NCc2ccncc2)c1 | 6 | 1
CCN(CC)C(=O)CCc1ccccc1 | 0 | 1.1
COc1ccccc1NC(=O)c1c(NC(=O)C(Cl)(Cl)Cl)sc2c1CCC2 | 5 | 0.96
Cc1c(NC(=O)Nc2cc(F)c(F)cc2Cl)c(=O)n(-c2ccccc2)n1C | 27 | 1.1
Nc1nnc(CCS(=O)(=O)c2ccc3ccccc3c2)s1 | 2 | 0.94
Cc1c(Cl)cccc1N1C(=O)CC(Sc2ncn[nH]2)C1=O (centres undefined) | -3 | 0.91
O=C(/C=C/c1ccccc1)NC(=S)Nc1cccc(NC(=O)c2cccc(Cl)c2)c1 | -31 | 1.1
Cc1oc(C(N)=O)cc1COc1ccccc1C(N)=O | 5 | 1.1
COc1cccc(NC(=O)C2C(c3ccccc3)C2(Cl)Cl)c1 (centres undefined) | 5 | 0.99
Cc1ccc(S(=O)(=O)Nc2cc(C(=O)O)cc(C(=O)O)c2)cc1 | 16 | 0.88
COc1ccc2c(C)c(Cl)c(=O)oc2c1 | 10 | 1.1
CCOc1ccc(NC(=O)c2ccccc2NC(=O)c2ccccc2)cc1 | 25 | 0.97
CCCC(C)NC(=O)c1ccc(C)c([N+](=O)[O-])c1 (centres undefined) | 2 | 1.1
Cc1cccc(N2C(=O)c3ccc(Oc4ccc([N+](=O)[O-])cc4)cc3C2=O)c1C | 10 | 1
COc1ccc(OC)c(N2C(=O)NC(=O)C(=Cc3ccc(C)o3)C2=O)c1 | 28 | 1.1
O=C(NC(=S)N1CCOCC1)C12CC3CC(CC(C3)C1)C2 | -2 | 1.1
O=C1NC(=O)N(c2ccc(Br)cc2)C(=O)/C1=C\C=C\c1ccco1 | 30 | 0.96
Cc1nc2c([N+](=O)[O-])cc(Br)cc2c(=O)[nH]1 | -13 | 0.94
Fc1ccc(-c2cn3ccccc3n2)cc1 | -4 | 0.99
Cc1ccc(C(=O)CC(=O)c2ccccc2C)c(O)c1 | 24 | 1.1
COc1cc(C=C2C(=O)NC(=S)NC2=O)cc(Br)c1OCCOc1ccc(C)c(C)c1 | 36 | 0.96
Cc1ccc(/C=C(\C#N)C(=O)Nc2ccccc2)cc1[N+](=O)[O-] | 8 | 0.97
CC(C)(C)OC(=O)COc1cc2oc(=O)c3c(c2cc1Cl)CCC3 | 6 | 1.1
CCOC(=O)COc1ccc2oc(=O)cc(C)c2c1 | 1 | 1.1
O=C(C=C(O)c1ccccc1)C(=O)Nc1ccc(C(=O)O)cc1 | 5 | 1
N#C/C(=C/c1ccc(N2CCOCC2)cc1)c1ccc([N+](=O)[O-])cc1 | 4 | 1
Cc1ccc(C2Nc3ccc(C(=O)c4ccccc4)cc3NC3=C2C(=O)CC(C)(C)C3)o1 (centres undefined) | 11 | 0.94
CCCCOc1ccc(NC(=O)CSCC(=O)OCC)cc1 | -6 | 0.89

2 successive records out of the list so far, quoted:
SMILES | HCV NS3h FP | Cy5 interf NS3h
Cc1ccc(C2Nc3ccc(C(=O)c4ccccc4)cc3NC3=C2C(=O)CC(C)(C)C3)o1 (centres undefined) | 11 | 0.94
CCCCOc1ccc(NC(=O)CSCC(=O)OCC)cc1 | -6 | 0.89
